Vif-APOBEC3F blk: Vif-A3F binding inhibition; Potency, µM (series often up to 46.1 µM), inactives show at the highest dose activity, negative = active; HeLa A3F-eYFP + Vif (tagged APOBEC3F with the HIV-1 protein that degrades it), YFP fluorescence increase; AID 602313; actives 0.2% (n = 390,000); further: potency means the concentration at half of the fitted maximal effect; % of control where 0% means no effect; nearly all actives have a fitted effect of over 65% in size
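HeLa cells stably expressing Vif plus C-terminally eYFP-tagged A3F were seeded, incubated overnight at 37 deg C, dosed with compound, incubated overnight again at 37 deg C. Yellow fluorescence (Ex 488/Em 500-530) reported blocked Vif-mediated A3F-eYFP degradation.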
Vif-APOBEC3G blk: inhibitors of Vif-APOBEC3G interaction. Q9HC16. HeLa A3G-eYFP + Vif (tagged APOBEC3G with the HIV-1 protein that degrades it), YFP fluorescence, overnight. Potency, µM (series often up to 46.1 µM), without a hit: at the highest dose activity, negative = active, most hits filed as inhibitors. actives 0.076% (n = 410,000). AID 602310;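 further: potency means the concentration at half of the fitted maximal effect; on the % scale 0 is the no-effect control and ±100 the full control effect; nearly all actives have a fitted effect of over 60% in size; hits raise eYFP signal because A3G escapes Vif-driven loss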
Target sequence (Q9HC16 whole entry, looked up): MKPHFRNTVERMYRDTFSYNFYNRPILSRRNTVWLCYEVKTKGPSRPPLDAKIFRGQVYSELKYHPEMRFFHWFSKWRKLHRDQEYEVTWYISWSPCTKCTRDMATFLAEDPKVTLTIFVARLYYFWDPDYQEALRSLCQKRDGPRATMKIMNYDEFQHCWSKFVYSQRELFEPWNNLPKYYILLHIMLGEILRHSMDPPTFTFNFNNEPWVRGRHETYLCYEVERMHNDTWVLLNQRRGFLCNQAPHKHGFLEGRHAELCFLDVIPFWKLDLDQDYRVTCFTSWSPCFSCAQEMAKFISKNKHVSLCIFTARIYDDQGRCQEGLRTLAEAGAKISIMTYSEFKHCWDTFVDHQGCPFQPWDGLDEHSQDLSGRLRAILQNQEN
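HeLa cells stably expressing Vif and C-terminally eYFP-tagged A3G, seeded overnight at 37 deg C, then exposed to compound by pintool overnight at 37 deg C. Rise in yellow fluorescence (Ex 488/Em 500-530, Acumen) marks blocked Vif-driven A3G degradation.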
D2 antagonist: antagonists of human D2 dopamine receptor | P14416 | HEK293 TREx D2 cells, calcium flux, dopamine EC80 | inhibition, % at 10 µM | actives 2% (n = 340,000); in the data active means inhibition above about 30%; further: 0% is about no effect
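In this primary screen, negative modulation is detected by tracking calcium flux after an EC80 dopamine challenge in inducible HEK293 T-REx D2 cells preexposed to test compound for 180 s.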
RGS4 inh: human RGS4 inhibition. P49798. Transcreener GDP fluorescence polarization, RGS4-accelerated GTP hydrolysis. Potency, µM (highest dose often 114 µM), without a hit: at the top dose activity change, negative = inhibition, most hits filed as inhibitors. actives 0.039% (n = 390,000); further: potency means the concentration at half of the fitted maximal effect; on the % scale 0 is the no-effect control and ±100 the full control effect; nearly all actives have a fitted effect of over 75% in size; some results filed as inactive show a strong effect at the top dose
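MLSMR compounds (23 nl, pin-transferred) preincubated 10 min at room temperature with a 500nM (2x) first reagent, then RGS4 at 900nM (2x) plus Transcreener GDP mix added; fluorescence polarization (620/688 nm) read before and after 90 min at 30 °C.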
D2 ag: D2 dopamine receptor (human) agonism. P14416. HEK293 T-REx D2 cells, calcium flux agonist mode. activation, % at 2 µM. actives 0.53% (n = 340,000);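 active means activation over 3 SD above normal in the single-dose calcium agonist read, cut at about 30% in these data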; further: 0% is about no effect
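HEK293 Trex D2 cells, tetracycline-induced, o/n 30 C 5% CO2; no-wash Ca dye, RT 30–90 min; 10-cycle baseline, 23 nl cpd added, kinetic Ca read 180 s; agonist hits = positive Ca response.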
LDHA block: LDHA (human) enzyme inhibition; purified LDHA, NADH/diaphorase-resazurin fluorescence; stronger effect = lower value; activity change, % (values are at about 110 or 230 µM); actives 0.15% (n = 480,000); P00338; in the data active means activity change below about -30%; inconclusive means mostly about -25% to -30%;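 further: plate controls were DMSO wells for no effect and wells without enzyme for full effect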
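Remaining NADH was detected by diaphorase (0.133 mg/mL) converting 37 µM resazurin to fluorescent resorufin, read at 0 and 20 minutes. The preceding 5-minute room-temperature reaction used 2 nM LDHA, 0.2 mM sodium pyruvate and 0.06 mM NADH at pH 7.4.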
ERG Ets-DNA blk: inhibitors of human ERG Ets domain-DNA interaction | P11308 | fluorescence polarization, His-ERG Ets domain / labelled DNA | Potency, µM (top dose mostly 76.9 µM), inactives show top-dose FP activity, negative = inhibition, actives largely listed as inhibitors | actives 0.028% (n = 370,000); active means well fitted inhibition curve with a large enough effect in the polarisation, with a control signal flat; inconclusive means small, poorly fitted or top-dose-only effect, or effect the other way, or a change in a side signal; inactive means no such curve, though single readings can be large or run the other way; the % refers to the polarisation;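 further: polarization taken with two DNA probes labelled with fluorescein and Texas red; potency means the concentration at half of the fitted maximal effect; % of control where 0% means no effect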
Target sequence (P11308 whole entry, looked up, the tested form may be a part): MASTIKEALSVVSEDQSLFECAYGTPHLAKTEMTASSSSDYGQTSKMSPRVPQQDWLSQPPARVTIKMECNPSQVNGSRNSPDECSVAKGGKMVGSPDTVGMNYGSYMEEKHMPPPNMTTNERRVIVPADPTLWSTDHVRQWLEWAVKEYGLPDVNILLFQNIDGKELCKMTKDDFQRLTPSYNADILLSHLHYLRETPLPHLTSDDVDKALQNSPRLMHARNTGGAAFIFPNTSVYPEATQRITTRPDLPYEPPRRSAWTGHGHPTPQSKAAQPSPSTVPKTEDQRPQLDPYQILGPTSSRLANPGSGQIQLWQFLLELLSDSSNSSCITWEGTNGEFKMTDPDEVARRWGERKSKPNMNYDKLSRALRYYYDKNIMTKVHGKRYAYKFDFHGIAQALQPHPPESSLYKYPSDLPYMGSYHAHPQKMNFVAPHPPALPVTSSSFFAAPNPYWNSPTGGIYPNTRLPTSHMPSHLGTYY
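His-tagged ERG Ets domain (1 uM in the protein solution; 300mM KCl, 50mM Tris-HCl, 1mM EDTA, 1mM DTT, pH 7.5) received compound, then a probe mix of 5 nM fluorescein-DNA and 100nM Texas-615-DNA. Fluorescence polarization was read for both dyes.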
ALOX12 inh: inhibitors of human 12S-lipoxygenase ALOX12 | actives 1.1% (n = 580,000) | purified 12hLO, xylenol orange hydroperoxide absorbance | Potency, µM (series often up to 108 µM), inactives show top-dose activity change, negative = inhibition, hits mostly inhibitors; further: potency means the concentration at half of the fitted maximal effect; on the % scale 0 is the no-effect control and ±100 the full control effect
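Hydroperoxide product was detected by ferrous iron/xylenol orange as the 573 to 405 nm absorbance ratio. Arachidonic acid at 40 uM (final) was turned over for 30 min at room temperature by 150 nM human 12hLO, pH 7.0 Hepes buffer, after 15 min compound preincubation.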
Glioma ERSR ind: inducers of ER stress response in human glioma cells; U87-MG GRP78 promoter luciferase reporter, 16 h; Potency, µM, without a hit: at the top dose activation, usual class: activators; actives 0.02% (n = 420,000); AID 602332; further: potency means the concentration at half of the fitted maximal effect; series mostly up to about 76 µM; % of control where 0% means no effect; nearly all actives have a fitted effect of over 35% in size
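Stably transfected U87-MG glioma cells carrying a GRP78-based luciferase sensor; 16 h compound incubation. Luminescence end-point read 10 min after Bright-Glo addition at room temperature.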
Numbers without * were called inactive; ? = inconclusive; . = not tested or not shown; [ ] = remark or other dose. Unless noted, the call rests on the fitted dose curve; in most records, active means well fitted curve in the direction sought with a large enough effect; inconclusive means small, poorly fitted or top-dose-only effect, or another doubt; inactive means no such curve, though single readings can be large; an effect the other way counts as inactive or inconclusive. This is a subset; rates above refer to the full screens.

smiles,Vif-APOBEC3F blk,Vif-APOBEC3G blk,D2 antagonist,RGS4 inh,D2 ag,LDHA block,ERG Ets-DNA blk,ALOX12 inh,Glioma ERSR ind
CCN(CC(=O)Nc1ccc2c(c1)OCCO2)C(=O)C(C)Oc1ccc(Cl)cc1 (stereo not given),1%,2%,-28,-21%,0.4,-3,-10%,17%,2%
C#CC(C)(CC)NC(=O)c1cc2cccc(CC=C)c2oc1=O (stereo not given),?,-1%,-3,25%,-0.1,-3,8%,0%,-2%
O=C(CSc1ccccc1)Nc1cccc(S(=O)(=O)N2CCCC2)c1,1%,2%,6,8%,-2.8,-2,.,2%,-2%
O=[N+]([O-])c1cc(F)cc(F)c1Nc1cc(F)cc(F)c1,-4%,2%,.,13%,.,0,-8%,-5%,1%
COc1cccc(-c2cccc(-c3nc(C(=O)NCc4ccc5c(c4)OCO5)cc4c3[C@H](CCO)N(S(=O)C(C)(C)C)C4)c2)c1 (stereo not given in full),.,?,.,.,.,2,.,28µM*,0%
CCn1ccc(C(=O)Nc2c(C)nn(Cc3c(F)c(F)c(F)c(F)c3F)c2C)n1,-13%,4%,-8,11%,2.0,3,3%,-9%,-5%
CCc1ccc(-n2cc(-c3ccc([N+](=O)[O-])cc3)[nH]c2=S)cc1,0%,2%,-11,-24%,3.4,-11,-2%,-20%,-2%
O=C(c1cccnc1)C1CCCN(Cc2nc(Cc3ccccc3)no2)C1 (stereo not given),-5%,-2%,-28,5%,0.1,2,16%,2%,-5%
Cc1cc(O)ccc1Nc1cc(-c2cccc(N)c2)ncn1,.,-1%,.,.,.,-7,.,?,2%
O=C(CN1C(=O)S/C(=C\C=C\c2ccccc2)C1=O)NC1CCS(=O)(=O)C1 (stereo not given),1%,2%,-8,-48%,-0.3,-17,-7%,0%,6%
CC(C)NC(=O)Nc1ccc(Br)cc1Cl,4%,5%,0,12%,0.8,-6,-12%,4%,2%
COc1ccc(Cn2c(=O)oc3ccccc32)cc1,-1%,-8%,.,.,.,-7,.,-4%,-2%
COc1ccc(NS(=O)(=O)/C=C/c2ccccc2)cc1,-14%,1%,-2,4%,-0.1,5,13%,9%,-3%
COc1ccccc1Oc1nc2c(C)cccn2c(=O)c1/C=C(\C#N)c1nc2ccccc2[nH]1,3%,-22%,.,13%,0.7,13,6%,-20%,-1%
N#CC(C#N)=C1C=CC=CN1/C(=C\c1ccco1)C(=O)c1ccccc1,20µM*,?,1,?,1.0,1,7%,-20%,-14%
O=C(NCc1ccccn1)c1nn(-c2ccccc2)c(=O)c2ccccc12,0%,-5%,14,-6%,-0.9,-12,5%,?,-2%
O=c1c2ccccc2sc2c(CO)ccc(NCCN3CCCCC3)c12,-1%,5%,.,?,.,4,-6%,-11%,-1%
COC(=O)c1cccc(NC(=O)c2cccnc2)c1,3%,-1%,7,11%,0.3,-2,2%,-20%,-1%
CC(Nc1nc(-c2cccnc2)nc2ccccc12)c1ccc(F)cc1 (stereo not given),9%,1%,-12,-9%,-2.3,0,1%,-15%,-8%
C#Cc1ccc([C@@H]2C=C(C(=O)N3CCOCC3)O[C@H](OCc3ccc(CO)cc3)C2)cc1,-2%,-5%,.,-19%,.,0,-7%,3%,-3%
O=C(CSCc1ccccc1Cl)N/N=C/c1ccco1,1%,1%,.,14%[11.4 µM],.,-3,1%,0%,4%
CCCNS(=O)(=O)c1cc(-c2nn3c(C)nnc3c3ccccc23)ccc1C,.,.,.,18%,0.6,-9,1%,?,.
CCc1ccc(NC(=O)CN2CCCN(S(=O)(=O)c3ccc(F)cc3)CC2)cc1,3%,-1%,-3,-10%,-0.3,-4,11%,-10%,-4%
O=C(O)c1cccc(C(=O)Nc2cccc(NC(=O)C3CCCO3)c2)c1 (stereo not given),0%,4%,1,3%,-1.8,4,6%,15%,-14%
COc1ccc(OC)c(NC(=O)CSc2nnc3ccc4ccccc4n23)c1,2%,-1%,.,-24%,-0.8,-3,-4%,9%,-1%

A portion from the list above, for reference:
smiles,Vif-APOBEC3F blk,Vif-APOBEC3G blk,D2 antagonist,RGS4 inh,D2 ag,LDHA block,ERG Ets-DNA blk,ALOX12 inh,Glioma ERSR ind
CCN(CC(=O)Nc1ccc2c(c1)OCCO2)C(=O)C(C)Oc1ccc(Cl)cc1 (stereo not given),1%,2%,-28,-21%,0.4,-3,-10%,17%,2%
C#CC(C)(CC)NC(=O)c1cc2cccc(CC=C)c2oc1=O (stereo not given),?,-1%,-3,25%,-0.1,-3,8%,0%,-2%
O=C(CSc1ccccc1)Nc1cccc(S(=O)(=O)N2CCCC2)c1,1%,2%,6,8%,-2.8,-2,.,2%,-2%
O=[N+]([O-])c1cc(F)cc(F)c1Nc1cc(F)cc(F)c1,-4%,2%,.,13%,.,0,-8%,-5%,1%
COc1cccc(-c2cccc(-c3nc(C(=O)NCc4ccc5c(c4)OCO5)cc4c3[C@H](CCO)N(S(=O)C(C)(C)C)C4)c2)c1 (stereo not given in full),.,?,.,.,.,2,.,28µM*,0%
CCn1ccc(C(=O)Nc2c(C)nn(Cc3c(F)c(F)c(F)c(F)c3F)c2C)n1,-13%,4%,-8,11%,2.0,3,3%,-9%,-5%
CCc1ccc(-n2cc(-c3ccc([N+](=O)[O-])cc3)[nH]c2=S)cc1,0%,2%,-11,-24%,3.4,-11,-2%,-20%,-2%

(cont.)
Key to letters: A = Vif-APOBEC3F blk; B = Vif-APOBEC3G blk; C = D2 antagonist; D = RGS4 inh; E = D2 ag; F = LDHA block; G = ERG Ets-DNA blk; H = ALOX12 inh; I = Glioma ERSR ind
Cc1nnc(NCc2ccccc2)c2ccccc12
  A = -1%	B = 0%	C = 13	D = 35%	E = -0.1	F = -7	G = 2%	H = 47%[activator]	I = -4%

CC(C)Cn1c(=S)[nH]c2cc(C(=O)O)ccc2c1=O
  A = 0%	B = -1%	C = 31*	D = -21%	E = 0.8	F = -2	G = -6%	H = -7%	I = -3%

CCN=C1SC(CC(=O)Nc2ccccc2OCC)C(=O)N1CC (stereo not given)
  A = -3%	B = -7%	C = -10	D = 1%	E = 0.1	F = -18	G = -2%	H = -1%	I = -4%

Cc1ccc(-c2csc(NC(=O)c3cccc(N4C(=O)CCC4=O)c3)n2)o1
  A = 4%	B = 0%	C = -5	D = ?	E = 0.3	F = 1	G = -2%	H = .	I = -2%

O=C(Nc1nnc(-c2ccco2)o1)c1ccc(Cl)s1
  A = -13%	B = 1%	C = -13	D = -21%	E = 0.2	F = 1	G = 6%	H = .	I = 5%

CC(C)(C)OC(=O)N1CCC(c2c(C(=O)N3CCOCC3)cnn2-c2ccccc2Cl)CC1
  A = 0%	B = 2%	C = .	D = -21%	E = .	F = -11	G = -6%	H = 3%	I = -2%

Cc1cn(C(=O)c2ccccc2)c(=S)n1-c1ccc(Cl)cc1
  A = 0%	B = -9%	C = -31	D = -25%	E = -0.5	F = -1	G = 6%	H = -7%	I = 0%

Cn1c2ccccc2c2cc(C(=O)N3CCOCC3)sc21
  A = 4%	B = -6%	C = 6	D = -12%	E = 1.5	F = 6	G = -10%	H = -24%	I = 3%

COc1ccc(C(=O)NC2CCN(S(=O)(=O)c3ccc(F)cc3)CC2)cc1
  A = 1%	B = 1%	C = -26	D = 24%	E = 0.4	F = -6	G = -2%	H = 15%	I = -3%

Cc1ccnn1CCC(=O)N1CCCC(CCC(=O)N2CCN(c3ccccn3)CC2)C1 (stereo not given)
  A = -6%	B = 0%	C = 1	D = -6%	E = 0.8	F = -6	G = -6%	H = 0%	I = -2%

Cc1cc2c(c(=O)n1Cc1cccnc1)C(c1ccccc1)C(C#N)=C(N)O2 (stereo not given)
  A = -10%	B = 1%	C = 10	D = -12%	E = 0.6	F = 0	G = -12%	H = -10%	I = 0%

COc1ccc(CSC(=S)NNc2ccccc2)cc1
  A = -2%	B = -18%	C = .	D = .	E = .	F = 1	G = .	H = 22µM*	I = 2%

O=C(O)c1ccccc1-n1cnnn1
  A = 0%	B = 4%	C = -4	D = 25%[11.4 µM]	E = 0.6	F = -7	G = -4%	H = 11%	I = -4%

COc1ccccc1C(=O)NC(=O)CSc1nnc2ccccn12
  A = 7%	B = 1%	C = .	D = 15%	E = .	F = -3	G = 5%	H = ?	I = -5%

Cc1ccc(-c2nc(Cn3c(SCc4ccc(F)cc4)nc4cccnc43)c(C)o2)cc1
  A = -21%	B = ?	C = .	D = 24%	E = 0.5	F = -5	G = -3%	H = -2%	I = -5%

Screens (PubChem)
